Screening data as filed in PubChem.
FXIIa mix inh – factor XIIa (human) inhibition, mixture screen | purified FXIIa, fluorogenic substrate, pooled mixtures | inhibition, % at 5 µM | AID 684 | actives 0.2% (n = 62,000) | P00748;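 further: 0% = enzyme without compound and 100% = no enzyme blank; some results filed as inactive read as strong as hits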
CatS inh – inhibitors of human cathepsin S | inhibition, %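 (tested at 5 µM per compound within 10-compound mixtures)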 | actives 0.06% (n = 62,000) | recombinant cathepsin S, AMC dipeptide fluorescence, pooled mixtures | AID 501; in the data active means inhibition above about 32%, passing the limit was not always enough;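 further: 0% = enzyme without compound and 100% = blank without enzyme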
C1s inh – blocks human complement C1s protease activity. actives 0.16% (n = 62,000). AID 538. mean inhibition % of two 10-compound mixtures (active compounds read high), % at 5 µM (by protocol). purified C1s, fluorogenic AMC substrate, pooled mixtures;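 active means inhibition above 20% in each of the two 10-compound mixture wells holding the compound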;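 further: 0% = enzyme wells lacking compound mixture and 100% = no-enzyme blank wells; some compounds called inactive have numbers as strong as hits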
ROCK2 blocker – ROCK2 (human) kinase inhibition; O75116; purified ROCK2, Kinase-Glo ATP depletion luminescence; inhibition, % at 6 µM; actives 0.35% (n = 60,000); AID 604;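 active means inhibition above the screen-wide mean inhibition plus 3 SD, cut at about 18% in these data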;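 further: plate controls were DMSO wells for no effect and Y-27632 control wells after no-enzyme background subtraction for full effect; many of its hits are not listed in these tables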
FXIa mix inh – factor XIa (human) inhibition, mixture screen; actives 0.19% (n = 62,000); AID 680; P03951; inhibition, % at 5 µM; purified FXIa, fluorogenic substrate, pooled mixtures;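 further: each value is inhibition by a whole ten-compound pool holding the compound; 0% = enzyme with no mixture and 100% = wells lacking enzyme; strong numbers were not always called active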
CatL block – blocks human cathepsin L protease activity. actives 0.17% (n = 58,000). AID 460. purified cathepsin L, fluorogenic substrate, fluorescence. inhibition, %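 (tested at 10 µM)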. P07711; in the data active means inhibition above about 45%;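 further: 0% = enzyme with no compound and 100% = no enzyme blank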
PKA inh – blocks human protein kinase A activity; P17612; PKA Kemptide phosphorylation, Kinase-Glo ATP luminescence; actives 0.1% (n = 65,000); inhibition, % at 6 µM;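 active means inhibition above the screen-wide mean inhibition plus 3 SD, cut at about 21% in these data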; further: many of its hits are not listed in these tables
Cathepsin G inh – cathepsin G (human) inhibition; P08311; purified enzyme, AMC-tetrapeptide fluorescence, pooled mixtures; inhibition, % at 5 µM (by protocol); actives 0.2% (n = 62,000); AID 581;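 active means inhibition above 20% in each of the two mixture wells holding the compound; inactive means inhibition of 20% or less in either well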;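 further: 0% = enzyme control without mixture and 100% = blank lacking enzyme; strong numbers were not always called active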
JNK3 blocker – inhibitors of human JNK3 kinase; P53779; purified JNK3 kinase activity, HTS; inhibition, % at 8 µM; actives 0.61% (n = 60,000); in the data active means inhibition above about 17%;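 further: 0% = DMSO and 100% = reference inhibitor; many of its hits are not listed in these tables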
The depositor's hits bear a star; · = not tested or not shown. Unless noted, no stated cut-off is given here; in the data, active means inhibition above about 20% (passing the limit was not always enough); inactive means the rest.

FXIIa mix inh	Structure	CatS inh	C1s inh	ROCK2 blocker	FXIa mix inh	CatL block	PKA inh	Cathepsin G inh	JNK3 blocker
-16	COc1ccc(C(=O)OCCNC(=O)c2c(Cl)nc3ccccn23)cc1	1	-25	0	5	-1	6	25	1
-5	CCOC(=O)CSc1nc2c(c(=O)[nH]c(=O)n2C)n1C/C=C(/C)Cl	-12	-19	1	4	-1	5	-7	2
-19	O=C(CSc1ncc(-c2ccc(F)cc2)[nH]1)NCc1ccco1	2	-14	6	5	5	8	5	6
0	CCN(CC)S(=O)(=O)c1cccc(C(=O)Nc2nc3cc4c(cc3s2)OCCO4)c1	-2	-7	2	-4	-24	2	-2	-2
-21	COc1ccc(S(=O)(=O)N(C)C2CCS(=O)(=O)C2)cc1OC (centres undefined)	-2	2	9	6	-2	2	-1	6
1	O=C(Nc1ccc(F)cc1F)N1CCN(c2ncccn2)CC1	-3	-1	3	4	11	6	7	-2
5	CC(C)n1c(SCC(=O)N2CCCc3ccccc32)nc2c1c(=O)n(C)c(=O)n2C	-4	10	7	7	9	9	8	3
3	CCC1(N(C(C)=O)c2ccc(OC)cc2)C(=O)c2ccccc2C1=O	16	0	6	6	10	4	4	2
14	COc1ccc(Br)cc1CNc1ccc(O)cc1	-1	10	7	0	-2	13	10	-5
-9	CCOC(=O)c1sc(=S)n(-c2cc(OC)ccc2OC)c1N	-7	-32	5	-5	17	7	7	3
8	O=C(NCC1CCCO1)C1CCN(S(=O)(=O)c2cccc3nonc23)CC1 (centres undefined)	-4	10	·	1	19	7	9	·
9	Cc1nc2nc(-c3cccnc3)[nH]n2c(=O)c1Cc1ccccc1	3	-9	-1	1	1	-4	2	-1
·	c1nc(NC2CCCCC2)c2[nH]cnc2n1	·	·	34*	·	5	39*	·	8
13	CCC(C)[C@H](N)c1nnc(SCC(=O)Nc2cccc(Cl)c2)o1 (some centres undefined)	19	0	0	3	13	-2	0	0
5	O=C(Nc1ccc(Cl)c(Cl)c1)OCc1cccnc1	16	15	5	15	11	4	11	-2
1	NCCc1nnc(SCc2ccccc2F)o1	-4	9	3	7	-7	6	8	5
2	CCOC(=O)Cc1c(C)nc2cc(-c3ccc(C)cc3)[nH]n2c1=O	11	6	4	4	14	2	2	0
7	Cc1ccc(S(=O)(=O)N2C3C=CC(C3)C2C(=O)O)cc1 (centres undefined)	8	-13	-5	-3	8	6	-2	3
5	Cc1ccc(C(=O)OCc2cn3ccccc3n2)cc1	1	6	2	-2	-10	6	6	14
4	Cc1cccc(-n2c(N)c(C(=O)N3CCN(C)CC3)sc2=S)c1	19	-9	0	-2	10	0	4	-11
8	O=C(c1c[nH]c2ccc(S(=O)(=O)N3CCOCC3)cc2c1=O)N1CCCC1	20	-22	2	2	11	5	5	6
4	Cc1cccc(NC(=O)N2CCC(c3nc4ccccc4o3)CC2)c1	-4	-8	·	-1	11	4	7	·
11	CCOC(=O)C1CCN(C(=O)COC(=O)c2ccc(Br)o2)CC1	·	-13	3	-1	-3	9	-8	-3
2	Cc1cc(C)n(-c2nc(NC(C)(C)C)nc(NC(C)(C)C)n2)n1	-6	-24	5	-1	3	10	6	8
2	COc1ccc(C2CC(C(F)(F)F)n3nc(C(=O)NCCN4CCOCC4)cc3N2)cc1 (centres undefined)	-21	-66	-5	-31	-6	0	-30	2
-1	Cc1ccc(C)c(NC(=O)CC(NCCCN2CCOCC2)C(=O)O)c1 (centres undefined)	-1	-4	4	6	4	9	2	8
0	Cc1ccc2cc(C(c3nnnn3Cc3ccccc3)N3CCN(c4ccccc4)CC3)c(=O)[nH]c2c1 (centres undefined)	-3	-14	5	-1	2	8	-11	5
-20	O=S(=O)(c1ccccc1)C1(S(=O)(=O)c2ccccc2)CCCC1	1	-6	2	5	2	-4	2	0
-14	COCCn1c(C)cc(C(=O)CSc2n[nH]c(N)n2)c1C	10	-37	6	-5	12	3	5	6
15	CC1CCCC(NC(=O)CN(C)S(=O)(=O)c2cccc3cccnc23)C1C (centres undefined)	0	-19	1	3	·	3	7	-5
4	Cc1cc2ccccc2c(=O)n1CC(=O)Nc1ccc2c(c1)OCCO2	-4	-131	0	-8	11	9	-10	6
-2	Cc1ccc(C)c(NC(=O)CS(=O)(=O)c2c[nH]c3ccccc23)c1	-4	16	·	7	-4	2	12	·
-23	COCCNC(=O)c1csc2c1CCCC2	-8	-17	7	4	1	3	-13	5
-12	O=C(O)c1ccc(-n2c(-c3ccccc3)n[nH]c2=S)cc1	-1	8	2	-2	-6	4	19	-7
4	Cc1cc(C(=O)NCC(c2ccco2)N(C)C)no1 (centres undefined)	1	-11	·	4	4	10	12	·
-18	Cc1cccc(C)c1NC(=O)CSc1nnc(-c2ccncc2)n1Cc1ccco1	7	-2	0	3	-10	12	-2	2
8	Cc1c(NC(=O)CSc2ccccc2C(=O)Nc2cccnc2)c(=O)n(-c2ccccc2)n1C	-11	21	7	9	-6	9	7	3
5	CCCCn1c(SCC(=O)Nc2nnc(CC)s2)nc2ccccc2c1=O	0	10	6	-6	39	11	9	-3
8	CCOC(=O)CSc1nnnn1-c1cc(OC)c(Cl)cc1OC	1	9	5	19	·	8	23	5
-17	COC(=O)CNC(=O)c1c(C)cc(=O)oc1C	4	-2	-16	-4	37	-2	10	-2
-13	CCc1ccc(S(=O)(=O)NCCc2cn3ccccc3n2)s1	-4	-19	5	3	-5	7	5	-3
7	O=C(NC(Cc1ccc2c(c1)OCO2)C(=O)N1CCCC1C(=O)O)c1ccccc1 (centres undefined)	-5	-3	10	0	·	13	-1	3
5	CCCCOc1ncnc2c1[nH]c1ccccc12	-22	-55	-10	-42	-2	6	-34	-4
12	Cc1nn(C)c(C)c1S(=O)(=O)NCc1cccs1	-3	10	4	9	-1	8	5	-2
4	CCCC(=O)OCC(=O)Nc1cc(C(C)(C)C)nn1-c1ccccc1	-2	-12	-4	4	-1	-2	0	-7
4	CC(C)(C)NC(=O)C(c1ccccc1)N(C(=O)c1ccco1)C1CC1 (centres undefined)	-4	4	0	4	1	0	-1	3
-2	CCCCN(CC)C(=O)c1cccc(Cl)c1	19	18	3	11	28	1	11	-5
-1	CCOC(=O)N1CCN(C(=O)C2CCCN(c3nc4ccc(OCC)cc4s3)C2)CC1 (centres undefined)	-7	-80	10	-8	0	0	-3	-1
7	COc1cc(OC)cc(C(=O)NC2CC3CCC(C2)N3Cc2ccco2)c1 (centres undefined)	4	0	2	0	9	7	11	-6
2	Cc1cc2cc(CCNC(=O)CC(C)(C)C)c(=O)[nH]c2cc1C	3	-3	5	5	-7	12	0	3
26	Cc1nn(-c2ccccc2)c2sc(C(=O)O)cc12	2	14	·	9	1	0	11	·
12	CCCCn1cnc2cc(NCc3ccncc3)ccc21	0	13	9	4	-3	5	11	-13
1	COc1cc(Cl)c(C)cc1NC(=O)CSc1nnc(-c2ccco2)n1CC(C)C	-5	-27	4	13	-7	-3	0	8
7	COc1ccc(C2/C(=C(/O)c3ccccc3)C(=O)C(=O)N2CO)cc1 (centres undefined)	1	1	0	7	-2	4	3	-2
4	O=C(O)CC1CCC(=C(Cl)Cl)C1 (centres undefined)	4	-10	8	4	·	6	-1	4
2	O=C(COc1ccc(F)cc1)NCC1CCCO1 (centres undefined)	-1	-6	·	2	·	8	7	·

More entries:
FXIIa mix inh	Structure	CatS inh	C1s inh	ROCK2 blocker	FXIa mix inh	CatL block	PKA inh	Cathepsin G inh	JNK3 blocker
27	COc1ccc(C(c2nnnn2C2CCCC2)N2CCN(C3CCCC3)CC2)cc1OC (centres undefined)	-3	13	4	4	10	9	9	-3
7	O=C1CC(c2ccccc2)n2nc(NC(=O)C3CCCO3)nc2N1 (centres undefined)	-7	7	6	3	-11	5	-1	7
5	O=C1OCCC1Sc1nc(-c2ccccc2)cs1 (centres undefined)	3	3	5	7	13	2	3	-5
3	COc1ccccc1-n1c(SCC(=O)Nc2ccccc2F)nc2[nH]ncc2c1=O	4	16	5	6	7	7	9	-1
6	COc1ccc(C(=O)N(CCN2CCOCC2)CC(=O)NC2CCCC2)cc1OC	10	-34	2	-9	0	6	-12	4
1	Cn1c(=O)c2c(nc(N3CCOCC3)n2Cc2c(F)cccc2Cl)n(C)c1=O	4	1	-4	6	18	-1	4	5
4	O=C(OCC1CCCN2CCCCC12)c1ccc2c(c1)OCO2 (centres undefined)	0	-14	-5	-5	23	-2	8	-4
